# Bioassay records deposited in PubChem by several laboratories.
# Rtt109 Vps75: C. albicans Rtt109 histone acetyltransferase inhibition; inhibition, % at 34.9 µM; purified Rtt109/Vps75, ThioGlo CoA-SH fluorescence, 4 h; AID 540336; Q5AAJ8; hit rate 0.16% among 330,000;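 active = inhibition of at least 50% in every replicate; inconclusive = best replicate reaches 50% inhibition but some replicates fall short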
# PKA-R2B act: activates the human PKA-R2B holoenzyme complex | PKA-R2B holoenzyme dissociation, Cy5-IP20 fluorescence polarization; R2B truncated from residue 108, S112A mutant; 0% DMSO only, 100% 113 µM cGMP | hit rate 0.079% among 340,000 | activation, % at 11.4 µM | P22694+P31323;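 active = activation above a cutoff set at the mean over all compounds plus 3 SD, cut at about 18% in these data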;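 note: higher means more holoenzyme dissociation and a rise in polarization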
# Target sequence (P31323 whole entry, looked up, other chains not shown, the tested form may be a part): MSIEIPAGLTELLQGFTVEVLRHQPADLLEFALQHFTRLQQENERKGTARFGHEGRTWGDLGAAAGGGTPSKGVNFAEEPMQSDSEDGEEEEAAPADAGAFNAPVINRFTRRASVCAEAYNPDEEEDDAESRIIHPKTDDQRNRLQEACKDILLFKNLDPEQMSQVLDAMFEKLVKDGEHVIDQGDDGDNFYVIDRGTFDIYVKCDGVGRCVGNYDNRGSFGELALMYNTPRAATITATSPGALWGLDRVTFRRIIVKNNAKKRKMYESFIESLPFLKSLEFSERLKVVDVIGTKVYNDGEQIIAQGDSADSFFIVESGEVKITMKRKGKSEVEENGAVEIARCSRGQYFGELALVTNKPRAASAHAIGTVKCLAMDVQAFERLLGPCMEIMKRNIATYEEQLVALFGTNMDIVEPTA
# cardiac RTF act: cardiac RTF calcium sensitization; P19429+P45379; IANBD-labeled TnC RTF fluorescence at EC20 calcium; 0% EC20 calcium, 100% full calcium; activation, % at 7.2 µM; hit rate 0.24% among 340,000; AID 493008;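 active = activation above the mean over all tested compounds plus 3 SD, cut at about 30% in these data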;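 note: rise in fluorescence read as greater calcium sensitivity of cardiac thin filaments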
# DAGLB inh: diacylglycerol lipase beta (human) inhibition; HEK293T DAGLB membrane lysate, EnzChek fluorogenic substrate; hit rate 0.059% among 340,000; Q8NCG7; AID 504411; inhibition, % at 5.17 µM; in the data active = inhibition above about 34%;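 note: 0% = enzyme with vehicle and 100% = wells lacking enzyme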
# CAL PDZ FP-1: inhibitors of human CAL PDZ peptide binding. Q9HD26. purified CAL PDZ, TMR-peptide fluorescence polarization, 1 h. inhibition, % at 20 µM. hit rate 0.02% among 330,000. AID 504414;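 active = highest replicate inhibition of at least 40%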;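 note: plate controls were DMSO neutral control wells for no effect and unlabeled competitor peptide control wells for full effect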
#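 Material: tagged CAL PDZ domain; buffer or medium: 25 mM sodium phosphate pH 7.4, 150 mM NaCl, TCEP, IgG, Thesit; compound dosing: single point, 20 µM; schedule: 1 h incubation at room temperature before polarization reading; measured by: FP readout, S and P plane fluorescence; read-out basis: percent inhibition from loss of millipolarization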
# C-LANA FP: inhibitors of KSHV LANA C-terminal domain DNA binding; MBP-C-LANA/FAM-LBS DNA binding, fluorescence polarization; inhibition, % at 9 µM; hit rate 0.078% among 340,000; AID 504423;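 active = highest replicate inhibition at or above 60% at 9 µM, even if other replicates fall short; inactive = all replicates below 60% inhibition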;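 note: 0% = neutral control wells and 100% = 4 µM acridine orange control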
# Keap1-Nrf2 PPI: inhibitors of human Keap1-Nrf2 protein-protein interaction; Keap1 Kelch-Nrf2 peptide fluorescence polarization, 1536-well; AID 504523; inhibition, % at 9.4 µM; hit rate 0.15% among 340,000; in the data active = inhibition above about 12%; inconclusive = no clear call, values can overlap the other calls; inactive = below about 7.3%;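 note: human Keap1 Kelch domain with fluorescein labeled Nrf2 9mer peptide probe; 0% = neutral control wells and 100% = peptide positive control; higher means more block of Keap1 binding to Nrf2 peptide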
# Target sequence (Q14145 whole entry, looked up, the tested form may be a part): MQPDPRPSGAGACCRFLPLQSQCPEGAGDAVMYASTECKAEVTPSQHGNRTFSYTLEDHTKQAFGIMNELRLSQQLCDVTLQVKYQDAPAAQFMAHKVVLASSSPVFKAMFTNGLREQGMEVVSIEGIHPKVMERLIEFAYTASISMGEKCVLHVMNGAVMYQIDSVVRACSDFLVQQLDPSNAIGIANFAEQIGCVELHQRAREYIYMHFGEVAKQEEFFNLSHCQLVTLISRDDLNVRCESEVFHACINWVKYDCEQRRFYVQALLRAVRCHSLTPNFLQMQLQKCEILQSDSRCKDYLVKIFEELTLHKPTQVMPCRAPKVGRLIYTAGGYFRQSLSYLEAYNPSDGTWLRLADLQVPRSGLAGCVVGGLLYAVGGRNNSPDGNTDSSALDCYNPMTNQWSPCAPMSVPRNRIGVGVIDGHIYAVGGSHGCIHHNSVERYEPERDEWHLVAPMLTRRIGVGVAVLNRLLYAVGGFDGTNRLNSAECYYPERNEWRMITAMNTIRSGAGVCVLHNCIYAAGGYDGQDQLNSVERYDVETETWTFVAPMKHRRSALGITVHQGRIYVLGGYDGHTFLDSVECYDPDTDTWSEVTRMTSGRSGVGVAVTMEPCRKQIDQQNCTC
# CAL PDZ FP-2: inhibitors of human CAL PDZ peptide binding; purified CAL PDZ, TMR-peptide fluorescence polarization, 1 h; AID 602252; hit rate 0.92% among 300,000; inhibition, % at 24.9 µM;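 active = mean inhibition of at least 30% with at least half of replicates also reaching 30%; inconclusive = no clear call, values can overlap the other calls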;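 note: 0% = DMSO neutral control and 100% = excess unlabeled competitor peptide PRC23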
# Cardiac RTF inh: cardiac RTF calcium desensitization; P19429+P45379; IANBD-labeled cardiac RTF, Ca2+ fluorescence; inhibition, % at 7.15 µM; hit rate 0.12% among 340,000; AID 493244;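 active = inhibition above the mean inhibition of all tested compounds plus 3 SD, cut at about 17% in these data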;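 note: assay run at fixed EC70 calcium of 1.6 mM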
# SR-BI uptake up: SR-BI HDL lipid transfer activation | hit rate 0.096% among 320,000 | activation, % at 12.5 µM | CHO ldlA[mSR-BI] cells, DiI-HDL uptake fluorescence, 3 h; 100 = double the neutral-control signal | AID 504775;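 active = mean replicate activation of at least 60% and every replicate at or above 60%; inconclusive = mean or all-replicate condition met, but not both; inactive = mean below 60% and not all replicates reaching 60%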;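 note: 0% = median plate neutral-control signal and 100% = twice that signal; values of inactives mirror those of a sister screen read the other way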
#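 Test system: SR-BI-overexpressing, LDLR-lacking CHO cells; Medium: Ham's F12 with 0.5% BSA, HEPES 25 mM, pH 7.4; Schedule: 3 h, 37 °C; Technique: bottom-read fluorescence, 550/595 nm.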
# Numbers without * were called inactive; ? = inconclusive; / = not tested or not shown.
SMILES,Rtt109 Vps75,PKA-R2B act,cardiac RTF act,DAGLB inh,CAL PDZ FP-1,C-LANA FP,Keap1-Nrf2 PPI,CAL PDZ FP-2,Cardiac RTF inh,SR-BI uptake up
Cc1nc([N+](=O)[O-])c(Br)n1CC(=O)c1ccc(Cl)cc1,2,3,0,3,0.4,-2.4,5,0,-7,34
O=S(=O)(NCCOc1cccc2cccnc12)c1ccc(F)cc1,-2,-7,-3,0,-1.5,-0.7,-1,-2,-3,0
COc1ccccc1NC(=O)C1CCN(S(=O)(=O)c2ccc3c(c2)NC(=O)CO3)CC1,-2,4,-5,-1,-3.3,-0.4,-4,-4,6,-13
CCOc1ccc(-c2n[nH]c(C)c2-c2ccccc2OC)c(O)c1,-4,5,4,-5,-0.3,-0.9,1,/,-6,-3
CCC(C)[C@H](NS(=O)(=O)c1ccc(C)cc1)C(=O)N1CCC(C(=O)N2CCC(C(=O)OC)CC2)CC1 (some centres undefined),0,1,0,-2,-1.2,-0.3,-3,-1,3,-16
Cc1cccc(C)c1NC(=O)Cc1cccs1,6,-12,2,2,-0.7,-0.7,-2,-10,-6,-1
NC(=O)COc1ccc(/C=C2\C(=O)ON=C2c2ccccc2)cc1,-8,-1,1,3,-0.2,-1.2,2,-6,3,17
O=C(CSc1nc(-c2ccccc2)c(-c2ccccc2)[nH]1)Nc1nccs1,12,-17,-7,-3,-0.1,-0.6,-3,0,-1,-9
Cc1ccc(CNC(=O)CCn2cc(-c3ccc(C)cc3)nc2CCN)cc1,6,-1,1,-1,-0.2,-0.4,-7,0,-15,-6
O=C(c1ccc(F)cc1)N1CCC(C(=O)N2CCN(S(=O)(=O)c3cccc([N+](=O)[O-])c3)CC2)CC1,-5,-6,3,1,-2.3,1.2,1,-4,-26,11
CCOc1ccc(NC(=O)COC(=O)C2CCC(=O)N2)c([N+](=O)[O-])c1 (centres undefined),6,-8,4,-1,-2.1,-0.5,-4,-3,0,2
Cc1c(C(=O)NC(Cc2ccccc2)c2nc3ccccc3[nH]2)cccc1[N+](=O)[O-] (centres undefined),30,-4,-8,-1,0.1,1.0,5,0,-8,-11

# Next part (3 carried over from the part before).
SMILES,Rtt109 Vps75,PKA-R2B act,cardiac RTF act,DAGLB inh,CAL PDZ FP-1,C-LANA FP,Keap1-Nrf2 PPI,CAL PDZ FP-2,Cardiac RTF inh,SR-BI uptake up
O=C(c1ccc(F)cc1)N1CCC(C(=O)N2CCN(S(=O)(=O)c3cccc([N+](=O)[O-])c3)CC2)CC1,-5,-6,3,1,-2.3,1.2,1,-4,-26,11
CCOc1ccc(NC(=O)COC(=O)C2CCC(=O)N2)c([N+](=O)[O-])c1 (centres undefined),6,-8,4,-1,-2.1,-0.5,-4,-3,0,2
Cc1c(C(=O)NC(Cc2ccccc2)c2nc3ccccc3[nH]2)cccc1[N+](=O)[O-] (centres undefined),30,-4,-8,-1,0.1,1.0,5,0,-8,-11
CC(C)[C@@H](COc1ccccc1)N1CCN(Cc2ccccc2)CCC1=O,-2,8,-6,-4,1.0,-3.3,-3,0,3,21
O=C(NCCc1ccccc1)c1ccc2c(c1)OCO2,4,-7,8,0,-0.2,-1.8,-1,-6,-7,11
C=CCNC(=O)c1ccc(-c2nc(-c3ccccc3)cs2)cc1,2,4,3,-5,-2.1,-1.3,-4,-1,-7,-10
CCCCN(CCCC)Cc1ccc(N)cc1,2,-2,-3,1,-0.1,-1.1,-1,0,-8,38
CS(=O)(=O)c1ncc(Cl)c(C(=O)Nc2ccc(N3CCOCC3)cc2)n1,110*,3,-10,3,-1.5,0.0,3,-4,-8,9
Cc1cccc(NC(=S)N/N=C2/CCCCc3ccccc32)c1,3,9,7,-15,-1.3,-1.6,-1,-2,5,-13
CCCCN(CC)C(=O)C1CCC(CNS(=O)(=O)c2cccc3nsnc23)CC1 (centres undefined),23,-6,-5,2,-1.0,-0.1,-3,5,1,-31
COc1cc(NC(=O)NCCN2CCN(c3ccccc3)CC2)cc(OC)c1OC,2,8,-1,0,-0.1,1.5,-7,/,-5,-4
Cc1cc(C(F)(F)F)c2c(N)c(C(=O)NC3CC3)sc2n1,2,-7,3,0,-2.4,1.1,-4,-3,-2,1
Cn1cnc2c(SCc3ccccc3)ncnc21,-6,-5,9,0,-1.5,-0.7,-6,7,-12,5
Cc1ccc(C)c2c3c([nH]c12)-c1nonc1CC3,1,10,-3,-4,-0.7,1.7,-4,-1,4,-16
CCNc1nc(NCC)nc(N(C#N)C(C)C)n1,1,-6,0,0,0.5,-1.4,2,-5,2,-1
CC1=C(CC[C@@H](C)CO)OC2CC3C4CCC5CC(O)CCC5(C)C4CC(=O)C3(C)C12 (some centres undefined),2,-1,-6,-1,0.0,0.7,0,-1,14,16
CSc1ncccc1C(=O)OCC(=O)N(CC(C)C)C1CCS(=O)(=O)C1 (centres undefined),11,-9,-3,1,-0.7,-2.0,-5,-1,0,4
C/C(CCc1ccc2c(c1)OCO2)=N\NC(=O)c1ccccc1,/,-6,-5,0,0.3,0.5,2,0,-8,13
CC(NC(=O)c1cc2c(cc1Cl)N1CCCCCC1=NS2(=O)=O)c1ccc(S(N)(=O)=O)cc1 (centres undefined),2,-4,1,-2,-1.6,-0.5,1,-3,-3,27
O=C(Nc1cc(Cl)ccc1-n1cncn1)c1ccco1,-2,9,-1,0,-0.1,0.0,2,/,-4,9
COc1cc(OC)cc(C(=O)NNC(=S)NC2CC2)c1,-7,-8,-3,-2,0.0,-1.0,-5,57*,-1,10
COc1cc(C(C)=O)ccc1OCCN1CCC(Cc2ccccc2)CC1,3,-6,4,-1,-1.1,/,/,-3,-8,10
CCN(CC(=O)Nc1c(F)cccc1F)C(=O)Cc1ccc(OC)c(S(=O)(=O)N2CCOCC2)c1,-2,4,-1,4,-1.9,-0.7,-3,-2,-1,11
O=C1C2CCCCC2C(=O)N1c1cccc(OS(=O)(=O)c2ccccc2)c1 (centres undefined),-2,-11,-3,-1,-0.5,2.6,-4,-2,1,33
O=C(NCc1ccncc1)C(=O)NC1CC1,2,-4,5,1,-3.3,0.6,-4,-3,-1,19
CCn1ccc(=N)cc1,-8,8,-2,3,0.8,5.1,4,3,-8,11
CCN(CC)C(=O)Cn1cc(S(=O)(=O)CC(=O)Nc2ccccc2F)c2ccccc21,0,2,-1,-2,-0.4,-0.1,-6,-2,-3,-26
Cc1ccc(S(=O)(=O)N2C(=O)CCC2C(N)=O)cc1 (centres undefined),-7,-2,-2,0,-0.4,2.6,-6,/,-3,11
Cc1ccc(S(=O)(=O)N(C)CC(=O)Nc2cccc(C)n2)cc1,-1,-5,2,-5,0.0,1.8,1,-2,-28,0
Fc1ccc(/C=N/NC(=S)Nc2cccnc2)cc1,5,-10,9,3,-6.9,-0.5,-10,-1,-3,1
Cc1ccccc1C(=O)NC1CCN(C(=O)NCc2ccccc2)CC1,-15,2,-1,1,-3.0,-0.5,-4,-1,-24,?
NS(=O)(=O)c1ccc(NC(=O)CSc2nnc(-c3ccc(O)cc3)o2)cc1,2,-11,-3,1,-1.8,2.2,-3,-20,-3,-7
CC1CCCN(S(=O)(=O)c2ccc3c(c2)C(C)(C)C(=O)N3C)C1 (centres undefined),10,0,5,-3,-0.5,1.5,0,2,2,11
Cc1ccc(S(=O)(=O)N2CCOCC2)cc1NC(=O)COc1ccc(C(=O)c2ccccc2)cc1,3,5,-4,-5,-1.0,-0.9,1,/,0,-2
COc1cccc2cc(-c3nnc(SCC(=O)NCCc4ccccc4)n3C)oc12,1,-9,0,-1,/,0.9,2,-3,-12,-9
CC(=O)Nc1ccc(S[C@@H](CCN2CC[C@H](O)CCC2=O)c2ccccc2)cc1,8,-9,-1,-5,-0.1,-1.1,-4,7,-4,8
COc1ccc(Nc2ncc(C(=O)N3CCN(c4ccccc4OC)CC3)c3ccccc23)cc1,-11,-6,-4,5,-1.7,-0.1,-2,0,10,-4
O=C(Oc1c(Br)cc(Br)c2cccnc12)N1CCCCC1,-15,1,3,-2,-1.0,1.0,4,3,-3,-22
Cc1ccc(NC(=O)C2=NNC(=O)CC2)cc1F,-2,-3,4,-4,-0.4,23,0,/,-5,24
CCSc1nnc(N(CCC#N)CCC#N)s1,1,-11,-1,-2,/,-0.7,-2,-4,-3,23
Cc1ccc(O)c(Nc2ncnc3ccccc23)c1,8,-1,3,-1,0.8,1.3,-4,-1,-10,1
O=C1NC(=S)NC1=Cc1ccccc1O,18,-4,-3,2,0.3,-1.5,-8,/,11,-9
O=c1c2[nH]cnc2n(-c2cccc(F)c2)c(=O)n1Cc1ccccc1,-16,-1,3,-2,-1.2,-2.3,-6,-1,-12,/
O=c1[nH]c(N2CCN(c3ccccc3)CC2)nc2c1CCCC2,2,-4,2,0,-0.5,1.4,-10,-3,9,6
CCN1CCN(Cc2ccc(NC(=O)c3ccc(C)c(NC(=O)c4ccnnc4)c3)cc2C(F)(F)F)CC1,0,-11,-9,0,-3.5,-0.4,-3,-3,0,-26
O=C(Nc1ccon1)c1nc[nH]c1C(=O)N1CCc2ccccc2C1,5,-6,6,4,-1.8,3.1,-4,0,6,13
Cc1cc(N)n(-c2ccc(C(=O)O)cc2)n1,-2,-3,3,-1,-0.3,-2.7,-2,-4,2,13
Cc1ccc(S(=O)(=O)Nc2nc(C)c(C(=O)N/N=C/c3ccccc3)s2)cc1,-9,5,0,7,-0.9,12,-8,-5,3,4
COc1ccc(NC(=O)CN(C)C(=O)c2cccc3ccccc23)cc1,5,-5,-4,0,-1.2,0.0,0,-3,-9,0
CCOc1ccccc1NC(=O)Nc1ccc(Br)cn1,-5,3,-5,0,-2.5,-0.6,-2,-5,3,25
COc1cc(/C=C2\COC/C(=C\c3ccc(O)c(OC)c3)C2=O)ccc1O,28,-14,-1,0,0.0,0.5,-9,-3,5,-14
CC(Nc1ccc(Cl)cc1)c1cc(Cl)ccc1O (centres undefined),2,-10,4,-4,0.0,-0.4,-1,10,-6,373*
O=C1NCCCCC1NS(=O)(=O)c1ccc(Cl)cc1 (centres undefined),-1,9,2,2,0.6,1.2,-1,3,-3,/
O=C(NCCOc1ccc(Cl)cc1)c1ccc2ccccc2n1,0,-2,0,-9,-3.0,-0.5,4,-4,0,8
O=C1CCCC2=C1C1c3ccccc3C(=O)N1c1ccc(C(=O)c3ccccc3)cc1N2 (centres undefined),19,-4,-1,3,-2.0,0.4,-3,1,-17,-13
Cc1c(C(=O)N2CCc3ccccc3C2)oc2ccc(S(=O)(=O)N3CC(C)CC(C)C3)cc12 (centres undefined),0,0,2,-12,0.1,-4.2,-2,-2,9,-23
